Rac1 wt GTP bind: alters GTP binding to wildtype human Rac1; P63000; GST-Rac1 beads, fluorescent GTP binding, flow cytometry; actives lie on both sides; 0 = cold GTP competed, 100 = untreated; GTP binding activity (% of control), % at 10 µM; actives 0.27% (n = 190,000);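 active means GTP binding activity at least 20 points away from the 100% control level, either lower or higher; inconclusive means compound flagged as likely green fluorescent, judged across all proteins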
ABCB1 inh: human ABCB1 inhibition, ABCG2 as counter-screen; P08183; CCRF-Adr cells, JC-1 efflux, flow cytometry; inhibition, % at 6.6 µM; actives 0.067% (n = 190,000); AID 1326; in the data active means inhibition above about 40%;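 further: 0% = vehicle and 100% = reference inhibitor; higher value means more JC-1 retained so stronger ABCB1 efflux block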
Target sequence (P08183 whole entry, looked up): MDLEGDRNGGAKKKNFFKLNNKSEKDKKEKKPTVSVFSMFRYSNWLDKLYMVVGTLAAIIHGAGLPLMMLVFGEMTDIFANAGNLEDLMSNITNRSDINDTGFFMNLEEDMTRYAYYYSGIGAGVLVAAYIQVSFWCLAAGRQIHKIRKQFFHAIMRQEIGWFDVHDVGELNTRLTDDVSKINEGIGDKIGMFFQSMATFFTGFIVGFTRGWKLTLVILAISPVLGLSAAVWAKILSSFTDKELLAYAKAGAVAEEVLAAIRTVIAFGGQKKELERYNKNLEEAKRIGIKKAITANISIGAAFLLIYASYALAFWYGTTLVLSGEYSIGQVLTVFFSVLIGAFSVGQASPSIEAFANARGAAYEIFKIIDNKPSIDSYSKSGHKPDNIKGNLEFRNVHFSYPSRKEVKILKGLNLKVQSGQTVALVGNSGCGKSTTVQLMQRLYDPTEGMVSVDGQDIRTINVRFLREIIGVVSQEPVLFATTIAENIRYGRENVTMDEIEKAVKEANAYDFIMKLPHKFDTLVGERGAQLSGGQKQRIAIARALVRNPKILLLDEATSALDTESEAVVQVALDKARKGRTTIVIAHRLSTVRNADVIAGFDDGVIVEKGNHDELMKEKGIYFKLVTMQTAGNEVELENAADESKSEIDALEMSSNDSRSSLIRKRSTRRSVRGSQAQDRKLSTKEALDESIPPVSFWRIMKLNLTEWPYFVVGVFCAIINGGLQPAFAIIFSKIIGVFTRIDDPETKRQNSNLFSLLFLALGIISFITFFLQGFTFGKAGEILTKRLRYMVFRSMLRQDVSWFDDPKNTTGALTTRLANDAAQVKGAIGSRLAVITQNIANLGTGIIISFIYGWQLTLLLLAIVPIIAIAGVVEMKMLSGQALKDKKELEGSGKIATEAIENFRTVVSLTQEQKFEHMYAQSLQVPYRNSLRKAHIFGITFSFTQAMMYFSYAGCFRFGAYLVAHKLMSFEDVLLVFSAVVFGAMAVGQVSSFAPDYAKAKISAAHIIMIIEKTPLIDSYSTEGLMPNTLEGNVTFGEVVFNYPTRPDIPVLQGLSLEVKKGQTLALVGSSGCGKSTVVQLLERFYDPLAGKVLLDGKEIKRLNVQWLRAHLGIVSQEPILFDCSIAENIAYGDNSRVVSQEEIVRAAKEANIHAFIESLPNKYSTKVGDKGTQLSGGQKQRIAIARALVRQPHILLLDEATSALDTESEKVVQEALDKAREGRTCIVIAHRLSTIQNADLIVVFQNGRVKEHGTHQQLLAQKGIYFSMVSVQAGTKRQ
Cdc42 wt GTP: modulators (inhibitors or activators) of GTP binding to human Cdc42 wildtype; GST-Cdc42 beads, Bodipy-GTP binding, flow cytometry; actives lie on both sides; P60953; percent activity (GTP binding), % at 10 µM; actives 0.2% (n = 190,000);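 active means percent activity GTP binding at least 20 points away from the 100% baseline, either down as inhibitor or up as activator; inconclusive means compound flagged as likely green fluorescent from well-wide comparison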;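 further: median bead fluorescence of bound Bodipy-FL-GTP at 100 nM; 0% = excess unlabeled GTP control and 100% = no compound control; below 100% means less GTP binding so inhibitor and above means activator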
Rab2 wt GTP: changes GTP binding to wildtype dog Rab2A, up or down | P61105 | GST-Rab2 wt beads, Bodipy-GTP binding, flow cytometry | GTP binding activity, % at 10 µM | actives 0.19% (n = 190,000);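 active means GTP binding activity at least 20 points away from 100%, either lowered or raised; inconclusive means signal likely due to the compound's own green fluorescence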;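 further: 0% = beads with excess unlabeled GTP and 100% = no-compound control corrected for plate trend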
Avidin bead fluor: avidin bead compound fluorescence profile; Avidin beads, compound fluorescence 488/530 nm, flow cytometry; active compounds read high; actives 0.38% (n = 220,000); fluorescence (KMESF) at 10 µM; in the data active means fluorescence above about 47; further: inactives centre near 10
ABCG2 block: human ABCG2 inhibition, ABCB1 as counter-screen; Q9UNQ0; IgMXP3 cells, JC-1 efflux, flow cytometry; inhibition, % at 6.6 µM; actives 0.1% (n = 190,000); AID 1325;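 active means inhibition above 80%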;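 further: 0% = DMSO and 100% = nicardipine control wells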
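Test system: IgMXP3 (ABCG2) plus far-red-tagged CCRF-Adr (ABCB1) cells. Reagent: JC-1 dye as substrate. Timing: 10 min exposure at 25 °C with rotation, no wash. Measured by: flow cytometric JC-1 green MFI at 530 nm. Read-out: percent efflux inhibition, scaled nicardipine 100% to DMSO 0%. Control set: nicardipine and DMSO wells.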
GSH bead fluor: GSH bead compound fluorescence profile; GSH beads flow cytometry, compound fluorescence 488/530 nm; active compounds read high; fluorescence (KMESF) at 10 µM; actives 0.25% (n = 190,000); AID 1776; in the data active means fluorescence above about 89;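 further: glutathione beads carrying GST-tagged Bcl family fusion proteins plus one bare bead set; values are compound well signal with DMSO vehicle wells as background; inactives centre near 16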
Rac1 mut GTP: human Rac1 activated mutant GTP binding change | P63000 | percent activity (GTP binding), % at 10 µM | actives 0.11% (n = 190,000) | GST-Rac1 activated beads, fluorescent GTP binding, flow cytometry; actives lie on both sides; 100% means binding = to untreated wells;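 active means GTP binding at least 20 percentage points away from the 100% baseline, in either direction, so actives lie on both sides; inconclusive means Compound likely fluorescent itself, or too few beads counted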
Rab7 wt GTP bind: dog Rab7 wildtype GTP binding, inhibitors and activators | AID 758 | GTP binding activity (percent of control), % at 10 µM | GST-Rab7 beads, fluorescent GTP binding, flow cytometry; actives lie on both sides; untreated = 100%, excess cold GTP = 0% | actives 0.055% (n = 190,000);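 active means fluorescent GTP binding to Rab7 beads changed by at least 20 points from the 100% baseline, either direction, mostly lower; inconclusive means compound itself probably fluorescent, or too few beads counted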;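 further: median green fluorescence of bound Bodipy-FL-GTP per Rab7 bead population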
HRas wt GTP: changes GTP binding to wildtype human HRas; GST-Ras wt beads, Bodipy-FL-GTP binding, flow cytometry; actives lie on both sides; GTP binding activity, % at 10 µM; actives 0.14% (n = 190,000); AID 759;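 active means GTP binding activity at least 20% away from the 100% baseline, either lowered as inhibitor or raised as activator; inconclusive means flagged as likely green fluorescent, judged across all proteins in the well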;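 further: 0% = unlabeled GTP competition control and 100% = no-compound control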
Pf gametocyte: P. falciparum stage V gametocyte viability inhibition; actives 0.065% (n = 150,000); P. falciparum stage V gametocytes, ATP luminescence, 24 h; inhibition, % at 10.9 µM;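 active means inhibition above the mean plus 3 SD of compounds within the control limits, set per campaign, cut at about 38% in these data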;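 further: 0% = DMSO wells and 100% = medium only without gametocytes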
Starred values were filed as active, the others as inactive; ? = inconclusive; / = not tested or not shown.

SMILES	Rac1 wt GTP bind	ABCB1 inh	Cdc42 wt GTP	Rab2 wt GTP	Avidin bead fluor	ABCG2 block	GSH bead fluor	Rac1 mut GTP	Rab7 wt GTP bind	HRas wt GTP	Pf gametocyte
Nc1nnc(SCC(=O)OCC(=O)NC2CCCCC2)s1	107	3.6	104	105	9	7	12	104	109	107	/
CCOCCCNC(=S)Nc1ccc(S(N)(=O)=O)cc1	108	0.0	104	98	1	0	3	100	101	100	0
COCC(C)NC(=O)c1ccc(N(C)C)cc1 (stereo not given)	103	0.3	101	97	25	13	25	98	100	98	9
CCN(CC)C(=O)c1sc(NC(=O)c2ccc(Br)o2)c(C(=O)OC)c1C	98	1.3	99	95	23	13	23	97	97	95	/
c1cnc(N2CCN(Cc3c[nH]c4ccccc34)CC2)nc1	103	0.4	102	100	6	1	6	100	98	100	/
Cc1ccc(S(=O)(=O)CC(C)N2CCOCC2)c(S(=O)(=O)CC(C)N2CCOCC2)c1 (stereo not given)	105	0.7	105	105	16	1	23	101	105	103	19
O=C(c1ccccc1)N1N=C(c2ccccc2)CC1c1ccccc1[N+](=O)[O-] (stereo not given)	104	1.1	99	101	13	7	13	102	98	100	/
CCN(CC)S(=O)(=O)c1cccc(C(=O)Nc2cccnc2)c1	101	0.5	102	100	12	5	25	100	101	102	/
CN(C)C(=O)/C(=C\c1ccncc1)NC(=O)c1ccccc1	?	0.1	?	?	11	0	14	?	?	?	-7
O=C(NC1CCCCC1)C(c1cccnc1)N(C(=O)c1csnn1)C1CCCC1 (stereo not given)	102	1.8	101	100	7	17	14	102	92	101	/
O=C(O)c1ccc(COc2ccccc2/C=C2/NC(=O)N(c3cccc(Cl)c3)C2=O)cc1	97	-1.0	94	95	0	-5	7	97	89	95	-13
COc1ccccc1C(=O)NCC(=O)N/N=C/c1cc(Br)ccc1OCc1ccccc1	101	-0.4	95	94	1	-3	8	98	100	100	6
COc1cc2c(cc1OC)C(c1ccc(-c3cc(Cl)ccc3Cl)o1)=NCC2	99	1.8	97	98	8	9	47	97	103	100	/
N/C(=N\OC(=O)c1cc(-c2ccccc2)nc2ccccc12)c1cccnc1	102	0.2	99	101	3	-1	13	100	106	101	-26
O=C(COc1ccccc1)N1CCN(c2nnc(-c3ccccc3)c3ccccc23)CC1	93	3.1	97	92	10	8	27	94	86	94	8
O=C(CN(c1ccc(Cl)cc1)S(=O)(=O)c1ccc(Cl)c([N+](=O)[O-])c1)NCCc1ccccc1	99	0.3	98	98	10	7	9	95	100	96	-2
CS(=O)(=O)N(Cc1ccccc1)c1ccc(C(=O)Nc2ccc3c(c2)OCO3)cc1	103	0.4	103	100	16	3	22	100	99	102	-13
COCCCNC(=O)c1ccc2c(c1)CCN2S(C)(=O)=O	?	0.1	?	?	26	2	16	?	?	?	/
CCCc1cc(C(=O)Cc2ccc(F)cc2)c(O)cc1O	99	1.1	95	96	10	5	24	94	92	98	-24
COc1cccc(-n2c(C)nnc2SCC#N)c1	109	0.2	105	101	7	1	6	101	103	104	11
CC(=O)Nc1ccc(S(=O)(=O)NCC2CCC(C(=O)NCCC3=CCCCC3)CC2)cc1 (stereo not given)	102	0.2	101	100	13	1	13	99	100	99	7
O=S(=O)(c1cccc(-c2nn3c(-c4ccncc4)nnc3s2)c1)N1CCOCC1	100	-0.1	100	102	29	6	23	99	99	101	/
CCOC(=O)c1ccc(NS(=O)(=O)c2ccc(SC)cc2)cc1	100	0.1	100	98	18	1	29	96	99	99	15
Cc1ccc(NC(=O)CN2CCC(C(N)=O)CC2)cc1[N+](=O)[O-]	100	0.7	96	96	11	10	16	96	96	98	7
COc1ccc(-c2ccc(-c3nnn(CC(C)=O)n3)cc2)cc1	101	2.1	100	100	14	19	32	98	99	101	-22
Additional results.
SMILES	Rac1 wt GTP bind	ABCB1 inh	Cdc42 wt GTP	Rab2 wt GTP	Avidin bead fluor	ABCG2 block	GSH bead fluor	Rac1 mut GTP	Rab7 wt GTP bind	HRas wt GTP	Pf gametocyte
COc1ccc(NC2c3ccccc3C(=O)N2c2cccnc2)cc1Cl (stereo not given)	104	-2.8	101	100	5	-2	19	97	98	101	/
O=C(NCc1ccc2c(c1)OCO2)c1nn2cccnc2c1Cl	100	0.1	103	98	15	3	30	97	95	99	1
COc1ccc(/C=N/OCC(=O)N2CC3(C)CC2CC(C)(C)C3)cc1 (stereo not given)	95	2.1	94	93	12	8	40	91	95	98	12
NC1=NS(=O)(=O)NC1c1cccc(F)c1 (stereo not given)	104	0.3	103	98	16	0	10	96	100	98	24
CN(c1ccc(C(=O)NCCC2=CCCCC2)cc1)S(C)(=O)=O	100	0.4	101	99	8	4	11	99	99	100	3
Cc1cc(=O)n2nc(N3CCCC(C(=O)NCc4ccco4)C3)sc2n1 (stereo not given)	105	0.5	104	102	4	3	36	102	104	101	/
Nc1nc2n(n1)C(c1ccccc1Cl)CC(c1ccc(F)cc1)N2 (stereo not given)	101	0.5	97	95	8	1	21	99	96	97	/
CCOC(=O)C(NC(C)=O)(N1CCOCC1)C(F)(F)F (stereo not given)	103	0.1	104	102	35	0	11	100	99	103	/
COc1ccc(NCC(=O)Nc2ccc(C#N)cc2)cc1Cl	99	0.1	98	98	7	1	34	97	100	97	-13
CCOC(=O)c1sc2nc3n(c(=O)c2c1C)CCC(C)CC3 (stereo not given)	97	1.1	99	95	27	2	17	96	99	99	0
CC(=O)n1cc(C2C(=O)CC(C)(C)CC2=O)c2ccccc21	96	0.3	99	96	7	1	51	95	94	96	-20
CCOc1ccc(CC(=O)NNC(=S)Nc2ccc(OC)c(OC)c2)cc1	97	0.1	97	99	9	0	20	95	107	94	12
O=C(c1ccccc1)c1ccccc1N/C=C/c1nnnn1-c1ccccc1	98	0.7	98	96	9	5	8	97	94	98	-14
O=C1C(Nc2ccccc2)=C2CCCC=C2N1c1ccccc1	96	0.7	92	96	7	1	20	95	96	96	-7
CCN(CC)CCCNC(=O)Cn1ccc2ccccc2c1=O	99	0.8	97	96	10	2	12	97	93	96	/
CCNc1nc(NC(C)C)nc(N(C#N)CCOc2ccc(Cl)cc2Cl)n1	98	-0.7	100	99	7	2	27	97	99	100	7
C/C(=N\OCC(=O)Nc1ccccc1C(=O)O)c1cccs1	93	0.2	92	94	8	7	9	92	96	94	-2
CCc1ccc(CNC(=O)C2CCN(S(=O)(=O)N3CCC4(CC3)OCCO4)CC2)cc1	100	0.0	95	91	10	0	14	93	92	92	-2
CCOC(=O)N1CCC(N2CC34C=CC(O3)C(C(=O)Nc3ccc(OCC)cc3)C4C2=O)CC1 (stereo not given)	106	0.2	104	101	12	1	20	99	102	103	/
CCCCOC(=O)c1cc(=O)[nH]c2ccc(C)cc12	97	0.8	94	93	9	14	17	93	105	95	-8
N=c1sccn1CC(=O)Nc1ccc2c(c1)CCC2	99	0.3	96	96	6	2	12	97	94	94	/
COc1ccc(C(CC(=O)O)NC(=O)c2ccccc2)cc1OC (stereo not given)	95	0.3	99	96	18	0	22	96	92	97	-13
COc1cccc(N2C(=O)Nc3ccccc3C2(O)C(=O)NCc2ccc3c(c2)OCO3)c1 (stereo not given)	103	0.1	99	100	9	1	11	99	101	100	/
CCC(CC)C(=O)Nc1ccc(Nc2ccccc2)cc1	103	0.2	100	98	6	2	10	97	99	101	-3
CN(C)c1nc(SCC#N)nc(N(C)C)n1	107	1.9	102	97	59*	36	26	100	96	99	6
Going on with the list.
SMILES	Rac1 wt GTP bind	ABCB1 inh	Cdc42 wt GTP	Rab2 wt GTP	Avidin bead fluor	ABCG2 block	GSH bead fluor	Rac1 mut GTP	Rab7 wt GTP bind	HRas wt GTP	Pf gametocyte
CC(C)(C)c1ccc(-c2nnc(SCC(=O)c3ccc4c(c3)OCCO4)o2)cc1	91	-0.1	95	92	13	1	11	90	96	93	/
Cc1nc(-c2ccc(C(=O)N3CCCC3)cc2)cs1	96	0.2	97	101	4	-1	12	93	105	101	7
CO[C@@]1(NC(=O)CSCC#N)C(=O)N2C(C(=O)O)=C(CSc3nnnn3C)CS[C@@H]21	102	0.1	102	96	10	0	22	101	91	97	/
Cc1cc(C(=O)CSc2nc3ccccc3[nH]2)c(C)n1Cc1ccco1	104	1.3	101	99	12	14	4	101	102	103	20
O=[N+]([O-])c1cccc(/C=N/NS(=O)(=O)c2ccccc2)c1	97	2.2	96	96	7	9	14	94	98	96	-11
Cc1ccc(OCc2nnc(SCC(=O)c3ccccc3)n2Cc2ccco2)cc1	100	2.3	99	100	7	4	26	95	104	101	4
CCn1cc(/C=N/N=C2\CCC3C4CCc5cc(O)ccc5C4CC[C@]23C)c(C)n1 (stereo not given in full)	104	-0.4	100	100	7	17	44	100	98	101	-19
C/C(CC(=O)Nc1cc(C)ccn1)=N\NC(=O)COc1cccc(C)c1	102	0.7	102	99	14	1	9	101	97	101	/
COCCNC(=O)CN(c1cc(Cl)ccc1OC)S(C)(=O)=O	101	0.2	101	99	35	0	13	99	100	100	10
CCC(C)NC(=O)C1c2ccccc2C(=O)N1Cc1ccccc1OC (stereo not given)	102	0.8	102	102	12	5	14	99	99	103	-4
COc1ccc(C=Nc2ccc3[nH]ncc3c2)c(O)c1	97	1.1	96	96	9	10	10	92	104	95	5
CCN(CC)S(=O)(=O)c1ccc(C(=O)NCc2ccc3[nH]c4c(c3c2)CCCC4)cc1	109	0.5	104	100	7	5	13	99	96	101	/
C=CCOC(=O)C1=C[C@H](c2csc3ccccc23)[C@@H](CCCO)[C@H](OCC)O1	94	0.7	91	93	5	4	18	91	95	94	/
CC(=O)N1CCN(C2=NC(=O)/C(=C\c3cccs3)S2)CC1	100	0.4	97	97	10	6	11	97	100	98	7
CCOC(=O)C1=C(CSc2nc(-c3ccccc3)ccc2C#N)OC(N)=C(C#N)C1c1cccnc1 (stereo not given)	105	1.2	100	98	8	4	49	100	100	100	/
Cc1cc(C)n(Cc2ccc(NC(=O)c3c([N+](=O)[O-])c(C)nn3C)cc2)n1	104	0.4	104	102	10	1	9	99	102	103	/
CSC1=N/C(=C\c2ccccc2)C(=O)N1C	96	0.2	96	97	12	3	8	96	95	97	/
COCCN1Cc2cccc(C(=O)Nc3ccc(C)c(C)c3)c2C1=O	83	9.3	88	84	8	36	40	90	90	90	-13

Source: PubChem
